Source: PubChem
Efa HMGR inh: blocks class II HMG-CoA reductase of Enterococcus faecalis; purified E. faecalis HMGR, NADPH absorbance 340 nm kinetic; AID 1066; inhibition, % at 10 µM; actives 0.41% (n = 190,000);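 active = inhibition above a set limit, the median over all tested compounds plus 3 SD, cut at about 9.5% in these data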;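 also: enzyme runs in reverse so mevalonate oxidation gives rising NADPH absorbance; 0% = complete reaction with DMSO and 100% = background rate lacking mevalonate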
PMI act hi M6P: activators of human phosphomannose isomerase at near-saturating mannose 6-phosphate | P34949 | coupled PMI enzyme assay, resazurin fluorescence, 20 min; hits give high values; 1 = untreated enzyme, 0 = substrate-free blank | activation factor at 20 µM | actives 0.34% (n = 190,000);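 active = activation factor of 2 or more at 20 µM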
Target sequence (P34949 whole entry, looked up): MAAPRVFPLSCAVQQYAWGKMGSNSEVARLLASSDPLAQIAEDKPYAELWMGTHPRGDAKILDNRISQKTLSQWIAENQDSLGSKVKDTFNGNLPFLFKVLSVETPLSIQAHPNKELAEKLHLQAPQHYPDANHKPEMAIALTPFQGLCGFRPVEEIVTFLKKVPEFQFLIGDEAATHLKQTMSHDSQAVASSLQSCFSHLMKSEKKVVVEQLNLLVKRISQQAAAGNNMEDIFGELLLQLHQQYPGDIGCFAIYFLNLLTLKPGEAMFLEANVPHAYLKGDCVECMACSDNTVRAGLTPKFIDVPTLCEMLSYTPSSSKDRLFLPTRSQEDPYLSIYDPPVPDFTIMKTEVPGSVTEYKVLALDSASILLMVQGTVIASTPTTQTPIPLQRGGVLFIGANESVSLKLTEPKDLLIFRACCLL
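Test system: human phosphomannose isomerase with PGI, G6PDH, diaphorase coupling enzymes; Amount: PMI at 15 ng/mL final; Reagent: Mannose-6-phosphate 1.0 mM (near-saturating) plus 0.22 mM NADP+; Timing: 20 min, room temperature; Technique: resorufin fluorescence at Ex 544/Em 590 nm; Dosing: 20 µM single dose.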
FLuc stim CS: firefly luciferase counter-screen for stimulation assays; P08659; ATPlite luciferase biochemical, luminescence, 10 min; 0 = ATP-free wells, 1 = DMSO control; activation factor at 10 µM; 200,000 tested, under 10 active;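 active = luciferase activation factor, scaled between plate controls, of at least 2 with compound at 10 µM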
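test system = cell-free luciferase reagent | medium = PBS as buffer for the ATP substrate | dosing = test compounds dosed from 2 mM stocks in 100% DMSO | incubation = 10 min at ambient temperature | detection = luminescence measurement of luciferase light output | benchmarks = low control with PBS replacing ATP, high control enzyme plus ATP without compound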
PMI act: activators of human phosphomannose isomerase | P34949 | purified human PMI, coupled resazurin fluorescence, 20 min; hits give high values; 1 = vehicle control, 0 substrate-free wells | activation factor at 20 µM | actives 0.005% (n = 190,000) | AID 1214;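 active = activation factor of 2 or more at 20 µM, relative to plate controls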
TNAP inh hi DEA: inhibitors of human TNAP at high phosphate acceptor concentration; P05186; purified TNAP, CDP-star luminescence, 1 M DEA; inhibition, % at 20 µM; actives 0.03% (n = 200,000);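 active = over 50% inhibition of tissue-nonspecific alkaline phosphatase at 20 µM in the single-dose screen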;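 also: plate controls were DMSO wells for no effect and EDTA-quenched wells as full inhibition for full effect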
Target sequence (P05186 whole entry, looked up): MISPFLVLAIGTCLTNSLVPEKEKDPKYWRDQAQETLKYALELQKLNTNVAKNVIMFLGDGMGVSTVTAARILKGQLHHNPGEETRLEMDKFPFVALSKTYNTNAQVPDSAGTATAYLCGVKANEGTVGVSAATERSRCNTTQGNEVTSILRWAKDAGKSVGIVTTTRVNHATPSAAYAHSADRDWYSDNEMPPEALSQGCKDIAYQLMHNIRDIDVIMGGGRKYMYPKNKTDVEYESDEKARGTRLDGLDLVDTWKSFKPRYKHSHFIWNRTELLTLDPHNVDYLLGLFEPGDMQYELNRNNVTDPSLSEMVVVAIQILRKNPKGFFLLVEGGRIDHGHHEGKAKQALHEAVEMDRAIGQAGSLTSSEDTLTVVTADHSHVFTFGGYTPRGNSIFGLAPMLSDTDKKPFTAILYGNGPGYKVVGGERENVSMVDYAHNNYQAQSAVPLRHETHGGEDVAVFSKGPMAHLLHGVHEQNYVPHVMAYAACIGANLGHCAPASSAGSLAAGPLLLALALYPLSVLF
Diaph act CS: counter-screen for diaphorase-based assays: diaphorase activators and chemical reducers; activation factor at 20 µM; Diaphorase/resazurin coupled assay, resorufin fluorescence, 16 min; hits give high values; 1 = vehicle wells, 0 = NADH-free wells; actives 0.005% (n = 190,000);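 active = diaphorase activity raised at least twofold by the compound at 20 µM; inactive = activation factor below 2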
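Material: bacterial diaphorase enzyme (C. kluyveri); amount: enzyme 0.07 U/mL final; reagent: NADH substrate 0.114 mM plus resazurin dye 0.1 mM, final; doses: single compound dose of 20 µM, 1% DMSO final; timing: 16 min enzyme reaction, ambient temperature; measured by: fluorescence of resorufin, 544 nm excitation, 590 nm emission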
TNAP inh noacc: TNAP (human) inhibition, acceptor-free conditions; purified TNAP, CDP-star luminescence, 30 min; P05186; actives 0.26% (n = 200,000); inhibition, % at 20 µM;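 active = tissue-nonspecific alkaline phosphatase inhibition above about 50% at 20 µM in the single-dose screen, limit read from the data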;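 also: 0% = DMSO negative control and 100% = EDTA positive control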
Diaphorase inh: counter-screen for diaphorase-based assays: diaphorase inhibitors and chemical oxidizers | AID 1217 | diaphorase resazurin-to-resorufin fluorescence, NADH, 16 min; bacterial (C. kluyveri) enzyme, not human | inhibition, % at 20 µM | actives 0.69% (n = 190,000);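 active = primary screen inhibition at 20 µM above a set limit, cut at about 50% in these data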;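 also: plate controls were DMSO with full reaction for no effect and wells lacking NADH for full effect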
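Benchmarks: positive control wells lacking NADH, neutral wells with DMSO only. System: bacterial diaphorase enzyme (C. kluyveri). Input: 0.14 U/mL diaphorase, enzyme working solution. Detection: resorufin fluorescence, excitation 544 nm, emission 590 nm. Times: 16-min room-temperature incubation before reading.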
TNAP act hi DEA: TNAP (human) activation, high acceptor; P05186; purified TNAP, CDP-star luminescence, 1 M DEA, 30 min; hits give high values; 0 = EDTA background, 1 = DMSO-only activity; activation factor at 20 µM; 200,000 tested, under 10 active;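 active = activation factor at least 2 at 20 µM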
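Test system – human TNAP · Doses – 20 µM single point · Incubation – 30 min, room temperature · Signal – luminescent substrate turnover signal · Read-out basis – activation factor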
G6PDH counter: counter-screen for G6PDH assay hits: L. mesenteroides G6PDH inhibition. inhibition, % at 5 µM. Purified L. mesenteroides G6PDH, diaphorase/resazurin coupled fluorescence, 45 min. AID 1020. actives 0.12% (n = 200,000); in the data active = inhibition above about 50%
An asterisk follows results filed as active; & = joins results of further samples. Hits appear at their usual frequency; overall some 1.7% were active at least once.

nr | SMILES | Efa HMGR inh | PMI act hi M6P | FLuc stim CS | PMI act | TNAP inh hi DEA
1 | CCn1c(C)nc2cc(C(=O)NNC(=O)Nc3ccc(Cl)c(Cl)c3)ccc21 | 4 | 1 | 1.1 | 1 | -8
2 | O=C(NCc1ccc(Cl)cc1)c1cc(=O)nc2sc(-c3ccccc3)nn12 | -3 | 1 | 1.1 | 1 | -4
3 | COc1ccc(NC(C)=O)cc1NC(=O)CSc1nnc(-c2ccccn2)n1C | 0 | 1 | 1.1 | 0.9 | -6
4 | Cc1ccc(-c2nc(CS(=O)CC(=O)NCc3ccccc3)c(C)o2)cc1 (stereo not drawn) | -7 | 1 | 1 | 1 | -1
5 | Cc1nnc(SCCn2c(N3CCN(C)CC3)nc3c2c(=O)n(C)c(=O)n3C)s1 | -3 | 1.1 | 1.1 | 1 | -7
6 | CN(C)CCN(Cc1ccccc1)c1nccc(N(C)C)c1C#N | -2 | 1 | 1 | 1 | -2
7 | O=c1[nH]cnc2scc(C3COc4ccccc4O3)c12 (stereo not drawn) | 3 | 1 | 1 | 1 | -2
8 | COc1c(S(=O)(=O)n2nc(C)cc2C)ccc(Cl)c1Cl | 0 | 0.9 | 1 | 0.8 | -2
9 | COc1ccc(/C=C(/Sc2nnc(-c3ccc(Cl)cc3)o2)C(=O)O)cc1 | 0 | 1 | 1 | 1 | -7
10 | CCOC(=O)CC1ON(C)C(=O)N1c1ccc(Cl)cc1Cl (stereo not drawn) | -3 | 1 | 1 | 0.9 | -3

nr | Diaph act CS | TNAP inh noacc | Diaphorase inh | TNAP act hi DEA | G6PDH counter
1 | 1 | -21 | -3 | 1.1 | 20
2 | 0.8 | 18 | 15 | 1 | 5
3 | 0.6 | -15 | 44 | 1.1 | -2
4 | 0.9 | -11 | 13 | 1 | -6
5 | 1 | -11 | -1 | 1.1 | 5
6 | 1 | -13 | 2 | 1 | 6
7 | 0.9 | 5 | 13 | 1 | -3
8 | 0.9 | -1 | 14 | 1 | 9
9 | 1 | -20 | -5 | 1.1 | 6
10 | 0.9 | -5 | 6 | 1 | 10

(next part)
nr | SMILES | Efa HMGR inh | PMI act hi M6P | FLuc stim CS | PMI act | TNAP inh hi DEA
11 | Cc1ccc(NC(=O)Cn2cnc3sc(C(=O)NCCN(C)C)c(C)c3c2=O)cc1Cl | -4 | 1 | 1.1 | 0.9 | 1
12 | CC1=C(C(=O)Nc2ccc(C)cc2C)C(c2ccc(C)o2)NC(=S)N1 (stereo not drawn) | -9 | 1 | 1.1 | 0.8 | 0
13 | COC(=O)c1sc(S(=O)(=O)Nc2ccc(C)cc2)c(C(=O)OC)c1C | -5 | 1 | 1.1 | 1 | -8
14 | COc1ccc2nc(NC(=O)C3COc4ccccc4O3)sc2c1 (stereo not drawn) | -6 | 1 | 0.8 | 1 | -1
15 | CC(=O)N1CCc2c(sc(NC(=O)CN3C(=O)c4ccccc4C3=O)c2C(N)=O)C1 | -2 | 0.7 | 1 | 0.9 | -3
16 | CC12CCC(C(=O)O)(C/C1=N\O)C2(C)C (stereo not drawn) | -1&-2 | 0.9&0.9 | 1&1 | 0.9&0.9 | -1&-3
17 | COc1ccc(NS(=O)(=O)c2cc(NC(=O)CNC(=O)c3cccc(OC)c3)ccc2C)cc1 | 5 | 0.8 | 1.1 | 0.8 | -1
18 | Cc1ccc(N2C(=O)C3C4C=CC(CNC(=S)N5CCN(c6cccc(C)c6)C(C)C5)(O4)C3C2=O)cc1 (stereo not drawn) | 2 | 1.5 | 1 | 1.3 | -1
19 | CC1(C)Cc2nc3sc4c(N(CCO)CCO)nnnc4c3cc2CO1 | 0 | 1 | 1 | 1 | 0
20 | Cc1ccc(C(=O)NC(=S)Nn2cnnc2)cc1 | -6 | 1 | 1 | 0.9 | 3

nr | Diaph act CS | TNAP inh noacc | Diaphorase inh | TNAP act hi DEA | G6PDH counter
11 | 1 | -6 | -1 | 1 | -3
12 | 1 | -15 | 4 | 1 | 5
13 | 0.8 | -9 | 19 | 1.1 | 2
14 | 0.9 | -13 | 14 | 1 | 4
15 | 0.7 | -10 | 26 | 1 | 5
16 | 0.9&0.8 | -14&-9 | 12&18 | 1&1 | -19&4
17 | 0.8 | -16 | 24 | 1 | 7
18 | 1 | 0 | 0 | 1 | 1
19 | 1 | -5 | 5 | 1 | 4
20 | 0.7 | 4 | 35 | 1 | -2

(list continues)
nr | SMILES | Efa HMGR inh | PMI act hi M6P | FLuc stim CS | PMI act | TNAP inh hi DEA
21 | CCC(=O)N1CCc2cc(S(=O)(=O)CCC(=O)Nc3ccc(CC)cc3)ccc21 | -1 | 0.9 | 1 | 0.9 | 3
22 | COC(=O)CN1C(=O)C(C)=C(c2ccc(C)cc2)S1(=O)=O | 2 | 1 | 1 | 0.8 | -9
23 | CCN1CCN(C(=O)C(=O)c2c(C)[nH]c3ccccc23)CC1 | 3 | 1.1 | 1 | 1.1 | -5
24 | Cc1ccc(C(=O)OCC(=O)Nc2ccc3c(c2)OCO3)o1 | -6 | 1 | 1 | 1 | -4
25 | CCOC(=O)c1ccoc1CSCc1ccc(C(=O)OC)o1 | 0 | 0.9 | 1 | 0.8 | 3
26 | Cc1cc(C)cc(NC(=O)C(c2ccccc2)N2CCCC2)c1 (stereo not drawn) | -5 | 0.9 | 1 | 0.9 | -2
27 | COc1ccc(/C=C2/SC(c3ccc(C)cc3)=NC2=O)cc1OC | 0 | 1 | 1 | 1 | 1
28 | CC1(C)CN(c2ccc(Br)cc2Br)C1=O | -5 | 1 | 1 | 1.1 | -5
29 | COc1cc(NS(=O)(=O)c2ccc(NC(=O)c3ccc(C)o3)cc2)nc(OC)n1 | -1 | 1.2 | 1 | 1.1 | 0
30 | Cn1c(NCc2ccccc2)cc(=O)n(C)c1=O | 4 | 1 | 1.1 | 1 | -7

nr | Diaph act CS | TNAP inh noacc | Diaphorase inh | TNAP act hi DEA | G6PDH counter
21 | 0.9 | -16 | 12 | 1 | -14
22 | 0.9 | -14 | 11 | 1.1 | 17
23 | 1 | -10 | 4 | 1.1 | -3
24 | 0.9 | -10 | 7 | 1 | 0
25 | 0.8 | -6 | 20 | 1 | 4
26 | 0.9 | -10 | 13 | 1 | 2
27 | 0.6 | 1 | 38 | 1 | 3
28 | 0.9 | -15 | 7 | 1 | 0
29 | 1.1 | -6 | -6 | 1 | 2
30 | 0.9 | -16 | 6 | 1.1 | -6

Carrying on:
nr | SMILES | Efa HMGR inh | PMI act hi M6P | FLuc stim CS | PMI act | TNAP inh hi DEA
31 | CC(NC(=O)COc1ccc(/C=N/NC(=O)C(=O)Nc2ccccc2Br)cc1)c1ccccc1 (stereo not drawn) | 2 | 0.9 | 1.1 | 1 | -1
32 | CN=C(NC1CCCCC1)c1ccc(Cl)cc1 | -3 | 1 | 1 | 1 | 1
33 | C=C(C)CSc1nncn1/N=C/c1ccc(OC)cc1 | -2 | 1 | 1 | 1.1 | -9
34 | CN(CC(=O)Nc1ccncc1)S(=O)(=O)c1ccc(Br)cc1 | 1 | 1.3 | 1.1 | 1.2 | -6
35 | Nc1nc(C(=O)N2CCOCC2)nn1C(=O)c1ccc(Cl)cc1 | 1 | 1 | 1.1 | 1 | -2
36 | Cc1ccccc1NC(=O)c1ccc(OCC(=O)Nc2ccccc2F)cc1 | 3 | 0.8 | 1 | 0.9 | 1
37 | COc1cc(=O)[nH]c(=O)n1CC(=O)c1ccccc1 | 3 | 1.2 | 1.1 | 1.2 | -5
38 | COc1ccc(O)c(C2=Nc3ccccc3N=C(c3ccco3)C2)c1 | 0 | 0.6 | 1.1 | 0.9 | -2
39 | CC1(C)CC(=O)C2=C(C1)Nc1ncnn1C2c1cccs1 (stereo not drawn) | -6 | 0.9 | 1 | 1 | -2
40 | Cc1cc(Br)c(NC(=O)COC(=O)CSc2nnc(-c3ccc(Cl)cc3)o2)c(Br)c1 | 4 | 0.9 | 1 | 1 | -5

nr | Diaph act CS | TNAP inh noacc | Diaphorase inh | TNAP act hi DEA | G6PDH counter
31 | 0.9 | -13 | 10 | 1 | 3
32 | 0.9 | 0 | 8 | 1 | 16
33 | 1.1 | -12 | -6 | 1.1 | 3
34 | 0.8 | -13 | 17 | 1.1 | 8
35 | 1 | 8 | 1 | 1 | -13
36 | 0.9 | -3 | 7 | 1 | 16
37 | 1 | -5 | 4 | 1 | 8
38 | 0.8 | -1 | 21 | 1 | 30
39 | 1 | -9 | 1 | 1 | 3
40 | 0.9 | -6 | 10 | 1.1 | -2

(list continues)
nr | SMILES | Efa HMGR inh | PMI act hi M6P | FLuc stim CS | PMI act | TNAP inh hi DEA
41 | CC(=O)N1c2c(ccc3ccccc23)C(C)CC12CCCCC2 (stereo not drawn) | 1 | 1 | 1 | 0.9 | 0
42 | COc1ccc(OC)c(C2C(C(=O)c3cc4ccccc4o3)=C(O)C(=O)N2c2cc(C)on2)c1 (stereo not drawn) | -7 | 1.5 | 1 | 1 | -1
43 | COc1ccc(-c2cc(C(F)(F)F)n3nc(C(=O)NCCCN4CCOCC4)cc3n2)cc1 | -10 | 0.9 | 1.1 | 1 | -6
44 | Cc1cc(C)nc(N/N=C/c2ccccc2OCc2cccc(Br)c2)n1 | 0 | 1.1 | 1 | 1.1 | -5
45 | CCOC(=O)CSc1nc(-c2ccccc2)nc2ccc(C)cc12 | -5 | 0.9 | 1 | 0.9 | -4

nr | Diaph act CS | TNAP inh noacc | Diaphorase inh | TNAP act hi DEA | G6PDH counter
41 | 0.9 | -3 | 11 | 1 | 2
42 | 0.9 | -3 | 13 | 1 | 4
43 | 0.8 | -2 | 20 | 1.1 | 3
44 | 0.8 | -3 | 20 | 1.1 | -7
45 | 0.8 | -7 | 19 | 1 | 6
